# Scp-1 inhibitor: Scp-1 (human) phosphatase inhibition; Recombinant Scp1, phosphopeptide, malachite green phosphate absorbance; inhibition, % at 20 µM; 0.88% of 340,000 active; AID 493091;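 active = inhibition above about 50% at 20 µM, limit read from the data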;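 note: plate controls were DMSO wells with enzyme for no effect and wells lacking enzyme for full effect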
#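 assay system = SCP-1 phosphatase catalytic domain, residues 76-261 | buffer or medium = 50 mM Tris acetate pH 5.5, 0.005% Tween-20, 10 mM MgCl2 | incubation = enzyme reaction 45 min at room temperature, colour 5 min, stabilisation 30 min | signal = Phosphate-binding colour reagent, absorbance read at 630 nm | measure = % inhibition at 20 µM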
# DNMT1 block: blocks human DNA methyltransferase DNMT1. P26358. DNMT1 molecular beacon, Hinp1I cleavage, fluorescence. inhibition (reported as % activation of signal), % at 10 µM. 0.83% of 360,000 active; in the data active = inhibition above about 50%
# E coli Lon inh: E. coli protease La inhibition. purified E. coli Lon protease, fluorescence polarization. inhibition, % at 7.94 µM. 0.42% of 360,000 active. AID 602123; in the data active = inhibition above about 13%, passing the limit was not always enough;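 note: 0% = enzyme with probe and DMSO and 100% = no enzyme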
# LMPTP block: blocks human LMPTP phosphatase; AID 651560; P24666; 0.22% of 360,000 active; recombinant LMPTP-A, OMFP fluorogenic substrate, fluorescence intensity; inhibition, % at 20 µM;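 active = compounds that cut the enzyme signal by at least half of the control window in the single-dose screen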;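 note: plate controls were DMSO wells with enzyme plus substrate for no effect and substrate without enzyme for full effect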
# Target sequence (P24666 whole entry, looked up): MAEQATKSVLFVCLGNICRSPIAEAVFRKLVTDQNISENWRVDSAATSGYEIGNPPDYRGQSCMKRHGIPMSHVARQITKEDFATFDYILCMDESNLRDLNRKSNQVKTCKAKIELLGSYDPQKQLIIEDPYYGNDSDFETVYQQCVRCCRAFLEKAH
#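 Test system – LMPTP-A phosphatase enzyme · Quantity – 0.625 nM LMPTP-A final · Reagent – OMFP substrate, 400 µM final · Dosing – one test concentration per compound, 20 µM, with 3% DMSO overall · Timing – 50 min enzyme reaction at room temperature, protected from light · Detection – fluorescence intensity · Controls – substrate-only low control, DMSO enzyme-plus-substrate high control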
# STEP inh: blocks human striatal-enriched tyrosine phosphatase | P54829 | recombinant STEP, OMFP fluorogenic substrate, fluorescence | inhibition, % at 20 µM | 0.25% of 360,000 active | AID 588621;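 active = inhibition at 20 µM, scaled per plate between control wells, above about 37%, limit read from the data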;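 note: 0% = DMSO with enzyme and substrate and 100% = substrate only without enzyme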
#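 Assay system: isolated STEP enzyme. Buffer or medium: pH 6.0 Bis-Tris with DTT and Tween 20. Also added: fluorogenic phosphatase substrate OMFP at 25 µM final. Dosing: 20 µM, 1% DMSO. Timing: 20 min reaction, room temperature, in the dark. Measured by: fluorescence intensity, excitation 480 nm, emission 540 nm. Evaluation: normalized % inhibition.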
# SUMO1-SIM PPI: modulators of human SUMO1-mediated protein-protein interactions; AID 602429; 0.33% of 360,000 active; P63165; SUMO1 binding to a labelled peptide, TR-FRET, 1 h; inhibition, % at 20 µM; in the data active = inhibition above about 37%
# bovine MsrA act: activates bovine MsrA enzyme | purified bovine MsrA, absorbance read-out | activation, % at 10.6 µM | 0.3% of 360,000 active; in the data active = activation above about 7.5%;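 note: 0% = vehicle and 100% = reference activator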
# Tb MetRS inh: Trypanosoma brucei MetRS inhibition. purified T. brucei MetRS, ATP depletion, Kinase-Glo luminescence. inhibition, % at 11.9 µM. 0.4% of 360,000 active. AID 624268;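 active = inhibition above a per-plate cutoff of the control wells' mean inhibition plus 3 SD, cut at about 5.5% in these data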;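 note: 0% = DMSO wells median and 100% = median of wells with control inhibitor compound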
#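 Material: parasite MetRS enzyme / Replication: singlicate, one well per compound / Signal: luminescence of leftover ATP / Schedule: 2 h aminoacylation at 25 °C after 15 min preincubation / Medium: HEPES-MgCl2-KCl buffer plus DTT, spermine, BSA, pyrophosphatase / Doses: 11.9 µM single point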
# NRP1-CendR mod: modulators of CendR peptide binding to human neuropilin-1; O14786; FAM-RPARPAR peptide binding to NRP-1, fluorescence polarization; inhibition, % at 25 µM; 0.85% of 360,000 active; AID 602438;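 active = inhibition or corrected inhibition above about 18%, plus a signal ratio from 0.5 to 1.5, limit read from the data, passing the limit was not always enough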; note: strong numbers were not always called active
# Target sequence (O14786 whole entry, looked up): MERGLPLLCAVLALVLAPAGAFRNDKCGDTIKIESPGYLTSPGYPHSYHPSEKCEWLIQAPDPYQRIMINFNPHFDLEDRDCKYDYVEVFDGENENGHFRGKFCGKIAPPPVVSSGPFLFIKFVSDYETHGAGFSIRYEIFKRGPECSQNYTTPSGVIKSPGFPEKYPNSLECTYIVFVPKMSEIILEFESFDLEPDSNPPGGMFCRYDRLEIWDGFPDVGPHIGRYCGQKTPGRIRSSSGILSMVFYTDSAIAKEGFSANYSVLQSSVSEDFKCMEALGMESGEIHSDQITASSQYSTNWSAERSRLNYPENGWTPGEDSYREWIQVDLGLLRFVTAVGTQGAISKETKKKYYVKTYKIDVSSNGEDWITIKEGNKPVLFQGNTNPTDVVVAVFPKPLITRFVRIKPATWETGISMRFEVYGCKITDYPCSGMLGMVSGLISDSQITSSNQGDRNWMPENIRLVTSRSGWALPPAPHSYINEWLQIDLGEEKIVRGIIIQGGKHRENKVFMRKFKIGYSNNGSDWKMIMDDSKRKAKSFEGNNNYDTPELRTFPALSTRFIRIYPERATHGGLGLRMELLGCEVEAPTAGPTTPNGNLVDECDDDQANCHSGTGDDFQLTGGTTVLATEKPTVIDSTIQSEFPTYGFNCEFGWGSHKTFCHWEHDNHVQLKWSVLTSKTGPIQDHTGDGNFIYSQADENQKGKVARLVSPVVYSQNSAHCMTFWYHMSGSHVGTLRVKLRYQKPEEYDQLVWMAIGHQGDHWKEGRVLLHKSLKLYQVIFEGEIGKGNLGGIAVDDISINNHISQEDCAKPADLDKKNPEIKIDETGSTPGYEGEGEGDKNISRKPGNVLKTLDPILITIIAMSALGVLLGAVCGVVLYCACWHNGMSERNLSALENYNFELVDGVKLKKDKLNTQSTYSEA
# MsrA inh: bovine MsrA inhibition; inhibition, % at 15.5 µM; 0.75% of 360,000 active; purified bovine MsrA, absorbance read-out; in the data active = inhibition above about 4.5%;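 note: 0% = vehicle wells with enzyme and 100% = reference inhibitor wells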
# * hit, by the source's call; . = no result given; & = joins results of further samples.
canonical_smiles	MsrA inh	Scp-1 inhibitor	E coli Lon inh	Tb MetRS inh	SUMO1-SIM PPI	LMPTP block	NRP1-CendR mod	DNMT1 block	bovine MsrA act	STEP inh
Cc1ccc(S(=O)(=O)N2CCN(C(C(=O)Nc3ccc(F)cc3)c3ccccc3)CC2)cc1 (stereo not drawn)	3.6	0	-2	-0.3	1	1.0	-7	-2	1	-2
Nc1ccc2[nH]ncc2c1	2.5	-11	-1	-0.8	12	-0.3	-5	-11	-4	-4
COC(=O)[C@]12CCCCC=C1N(Cc1ccco1)C(=O)[C@H](CC(=O)NCc1cccs1)C2	0.1	.	0	-0.2	1	-1.0	-9	.	-2	.
CCCSc1nnc(N2C(=O)CC(c3ccsc3)C3=C2CCCC3=O)s1 (stereo not drawn)	-1.2	0	6	-1.7	3	-1.0	-13	8	-12	-3
COc1cc(OC)cc(C(=O)c2c(C)c(C#N)c3ccccn23)c1	-1.1	-16	-2	-0.1	-16	1.6	7	-1	-2	2
O=C(O)c1ccc(NCc2ccc3c(c2)OCO3)cc1	-0.5	-4	-4	0.7	-5	0.1	12	3	0	0
COc1ccc(OC)c(C2C(C#N)=C(N)Oc3c2c(C)nn3-c2ccc(C)cc2)c1 (stereo not drawn)	-1.1	-10	-6	0.8	4	-0.8	-4	-10	-8	-4
C=CCSc1cc(C)nc2c(-c3ccccc3)cnn12	0.9	-30	0	-0.6	-5	2.7	-7	0	-6	0
CCn1ncc(C2=NOC(C(=O)NCc3ccccc3)C2)c1C (stereo not drawn)	-0.3	-3	-8	-0.5	17	-1.1	5	-1	0	-1
Cc1cc(OCC(=O)OC(C)C(=O)Nc2ccc(N3CCOCC3)cc2)ccc1Cl (stereo not drawn)	0.8	-8	7	-0.4	5	0.2	8	-4	-2	-1
O=C(CCSc1nnc(-c2ccco2)o1)Nc1ccc(F)cc1	0.0	-5	-8	0.3	-3	-0.9	-3	-4	-4	1
CCCCc1ccc(NC(=S)N2CCN(C)CC2)cc1	-0.3	-5	7	-0.2	3	-2.0	6	1	0	9
Cc1cccc(C(=O)OC(C)CN2C(C)CCCC2C)c1 (stereo not drawn)	-1.2	-6	7	-0.2	0	0.2	13	1	-4	-1
O=C(Nc1ccc(OC(F)(F)F)cc1)c1n[nH]c(Cn2cncn2)n1	0.9	-2	3	-0.7	2	-1.1	-2	-1	-2	1
O=C(O)c1ccccc1C(=O)c1cccc2c(F)cccc12	-0.1	-13	-16	-0.3	-12	-1.7	-15	6	4	2
O=C(Nc1ccccc1C(=O)OCn1nnc2ccccc2c1=O)c1ccco1	-0.1	-5	2	-0.1	2	1.9	3	-1	-4	1
CCOC(=O)N1CCN(C2=NC3(CCCCC3)C(C#N)C(=O)N2)CC1 (stereo not drawn)	-0.1	-10	-10	-0.5	1	-1.9	9	2	-7	-13
CCC(C)c1ccc(O)c(/C=N/O)c1 (stereo not drawn)	-0.3	-12	-3	-0.2	0	1.8	8	-2	-2	1
COc1ccc(Cl)cc1NC(=O)CN(C)C(=O)CCNC(=O)c1ccccc1OC	0.4	-6	-10	-0.4	-2	-1.7	3	0	1	0
Cc1ccc2c(C)nc(/N=C(\N)NC(=O)N3c4ccccc4Sc4ccccc43)nc2c1	-1.2&-0.1	27&13	-3&-6	-0.2&-0.8	-4&-2	2.8&2.0	-4&3	-6&-2	-10&-4	-3&-4
COCCNC(=O)NC12CC3CC(CC(C3)C1)C2	-1.0	-1	-8	-0.4	2	-0.9	-3	0	0	-2
Cc1ccc(CNC(=O)COC(=O)c2c(C)noc2C)cc1	-0.6	-4	-2	0.3	-2	-1.4	1	2	0	1
COCC(=O)N1CCC(Oc2ccc(C(=O)NCCCn3cccn3)cc2)CC1	0.4	1	-9	-0.4	-1	-1.3	2	4	-1	3
Cc1cc(C2=CC(=O)C[C@H](c3ccc4c(c3)OCO4)C2)ccc1F	1.3	-6	-10	0.3	-7	2.5	2	1	-3	6
Cc1cc(C)cc(N(CC(=O)NC2CCCCC2)C(=O)CCCC(=O)Nc2ccccn2)c1	0.9	4	0	0.9	5	0.9	6	1	-2	2
Cc1[nH]c2ccccc2c1CCNS(=O)(=O)c1ccc(S(N)(=O)=O)cc1	-0.3	-9	-1	0.3	-3	1.2	-3	-3	1	-3
Clc1ccccc1OCCN1CCCCC1	1.0	-8	0	-0.3	.	.	.	.	-3	.
Cc1c(C#N)c2ncn(CC#N)c(=O)c2n1-c1ccccc1	-1.5	-2	-3	-1.4	-3	-1.1	4	-2	-4	-4
COc1cc(-c2noc(CCC(=O)NC3CCCCC3)n2)cc(OC)c1OC	-0.3	-1	-12	-0.4	-4	-0.7	-12	-2	-1	1
COc1ccccc1C(=O)NNC(=O)c1cccc(Br)c1	-0.6	-1	0	-0.1	5	0.6	2	6	0	-1
Cc1ccc(-n2nnnc2SCC(=O)NCCC2=CCCCC2)c(C)c1	0.8	-12	10	-0.9	-1	0.7	-7	-3	3	0
CC(C)(C)c1cc(C(=O)NNc2cccc(Cl)c2)n(Cc2ccccc2)n1	-1.5	-18	10	0.1	2	2.4	-1	2	-1	1
Cn1c(SCC(=O)NC2CCCC2)nc2cccnc21	-1.3	13	-10	-0.8	-15	-1.1	2	5	-11	-3
CC1CCCCC1NC(=O)CCn1ccc2cc(S(=O)(=O)N3CCCC3)ccc21 (stereo not drawn)	.	-8	-11	-0.3	4	-2.3	-1	0	0	2
Cc1ccc2[nH]c(=O)c(C(c3nnnn3CC3CCCO3)N3CCCc4ccccc43)cc2c1 (stereo not drawn)	1.1	-6	-6	0.5	-16	-0.8	-9	-4	-3	-2
COc1ccc(C(=O)OCC(=O)Nc2sccc2C(N)=O)cc1[N+](=O)[O-]	4.0	10	-16	-0.2	1	4.3	-3	5	1	0
Cc1nn(-c2ccccc2)c(Cl)c1/C=N/NS(=O)(=O)c1ccc(Br)cc1	-0.9	-8	-11	0.4	7	4.1	-19	-4	-4	-3
CS(=O)(=O)N(CC(=O)NCc1ccccn1)c1ccc2c(c1)OCCO2	0.4	3	-11	-1.0	5	-0.8	-4	4	2	8
Cc1ccc(C(=O)O)cc1-n1c(C)cc(C=O)c1C	0.3	31	-11	0.2	-5	0.1	-8	28	-3	6
NS(=O)(=O)c1cc(C(=O)OCC(=O)Nc2ccccc2[N+](=O)[O-])ccc1Cl	12*	5	0	-0.1	-23	-0.8	-5	1	-5	-1
CCC(c1nnnn1C(C)(C)CC)N(CCN1CCOCC1)Cc1cc2cc(C)ccc2[nH]c1=O (stereo not drawn)	0.6	-7	-19	0.5	-1	-0.1	-8	3	2	0
CCCc1[nH]c2ccc(C(=O)OC)cc2c1CCC	0.1	-14	-5	-0.5	1	0.7	-8	2	-10	-2
CC(C(=O)NCCc1ccc(Cl)cc1)n1c(=O)c2cccn2c2cccnc21 (stereo not drawn)	0.5	-7	9	0.1	-3	-0.6	0	16	-7	1
COC(=O)c1ccc(CO/N=C/c2ccc(OC)cc2)o1	1.0	4	8	-0.6	-1	-1.5	17	4	-12	-2
O=C(COC(=O)c1ccc(Br)o1)Nc1cccc(S(=O)(=O)N2CCCCC2)c1	-1.4	-15	-4	-0.2	8	1.0	7	-8	2	1
O=C(c1cccc(Br)c1)N1CCCc2ccccc21	-0.4	0	8	-0.6	-1	-0.3	-18	-1	-3	4
C=CCN(CC=C)CC(=O)Nn1c(C)ccc1C	-0.1	13	6	-0.2	2	0.8	-16	18	0	-2
COc1cc2c(C(=O)N3CCN(c4ccccc4C)CC3)c(C)oc2cc1Br	0.6	1	9	-0.4	0	4.4	2	-2	1	8
COc1ccc(-c2cc(C(=O)Nc3cc(C)on3)c3ccccc3n2)c(OC)c1	1.8	-5	1	-0.4	-13	1.1	13	-13	-7	0
C/C(CC(=O)Nc1ccc2c(c1)OCCO2)=N\NC(=O)COc1ccc(C)cc1	-0.2	-5	-6	-0.4	1	-0.7	5	-2	-5	2
CCn1ccnc1CNC(=O)CC1C(=O)NCCN1Cc1ccc(OC)cc1OC (stereo not drawn)	1.9	-4	12	-0.7	-3	3.7	7	5	-12	2
c1ccc(N2CCN(CC3CCCCC3)CC2)cc1	-0.1	-5	4	0.3	0	-1.3	8	1	-1	2
CC1CCCCC12NC(=O)N(CC(=O)OCc1ccccc1F)C2=O (stereo not drawn)	1.1	-5	5	-0.2	0	-2.0	8	-4	0	-3
CN(C)c1nc(N)c([N+](=O)[O-])c(N2CCCCCC2)n1	1.6	-1	10	1.2	3	-0.1	5	-1	-3	-2
CCN1CCN(C(c2cc3cccc(C)c3[nH]c2=O)c2nnnn2Cc2ccccc2)CC1 (stereo not drawn)	2.3	-5	-7	-1.2	-6	-0.4	39*	1	-12	-8
CC(C)NC(=O)Nc1ccc2c(c1)C(=O)N([C@H](C)CO)C[C@H](C)[C@@H](CN(C)Cc1ccc3c(c1)OCO3)OCCCC[C@@H](C)O2	0.7	.	-11	0.4	2	-1.2	2	7	-5	-4
O=C(CCCn1c(=S)[nH]c2ccsc2c1=O)NCc1ccco1	-1.1	-4	-4	0.0	6	3.3	-5	3	0	-1
COc1cccc(-c2nn(C)c3sc(C(=O)NCc4ccco4)cc23)c1	1.0	-8	0	-1.4	6	1.9	4	-9	-10	0
O=C(NCCc1ccccc1)C1CCCN1C(=O)Nc1ccc(F)cc1 (stereo not drawn)	-0.5	-2	1	-0.5	3	-1.5	0	1	0	-1
CCn1c(SCc2ccc(C)cc2)nnc1C1CCN(S(=O)(=O)c2ccc(OC)cc2)CC1	0.0	11	-10	-1.2	2	-0.2	8	-1	-1	1
CCOC(=O)C1CCN(C(=O)c2cccc(S(=O)(=O)N3CCCc4ccccc43)c2)CC1	-0.6	-13	-3	-0.3	-52	-8.8	-1	-5	-1	2

# Ordered by molar mass (low to high): some entries from above.
canonical_smiles	MsrA inh	Scp-1 inhibitor	E coli Lon inh	Tb MetRS inh	SUMO1-SIM PPI	LMPTP block	NRP1-CendR mod	DNMT1 block	bovine MsrA act	STEP inh
CC1CCCCC12NC(=O)N(CC(=O)OCc1ccccc1F)C2=O (stereo not drawn)	1.1	-5	5	-0.2	0	-2.0	8	-4	0	-3
COc1cccc(-c2nn(C)c3sc(C(=O)NCc4ccco4)cc23)c1	1.0	-8	0	-1.4	6	1.9	4	-9	-10	0
CC(C)(C)c1cc(C(=O)NNc2cccc(Cl)c2)n(Cc2ccccc2)n1	-1.5	-18	10	0.1	2	2.4	-1	2	-1	1

# Hits appear at their usual frequency; any-hit rate near 4.3%.
